CRFR2-BP antag = antagonists of CRF-BP/CRF-R2 complex, primary screen, cell-based, HEK293, calcium dye fluorescence, uHTS. CRF-induced calcium fluorescence. inhibition, % at 11.8 µM. hit rate 0.59% among 350,000;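 active means inhibition of the ligand-induced calcium signal above about 50% at the single tested concentration, limit read from the data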
MEKK2 mut-MEK5 = MEK5 binding signal on mutant MEKK2 PB1, primary screen, biochemical, multiplex bead flow cytometry, Alexa488-MEK5; Alexa488-MEK5 binding to MEKK2 mutant; percent response, % at 10 µM; hit rate 0.35% among 290,000; AID 1530, 2009; in the data active means percent response above about 24%, passing the limit was not always enough; further: inactives centre near 1; some results filed as inactive read as strong as hits
HCV NS3 hel inh = inhibitors of HCV NS3 helicase, primary screen, biochemical, Cy5 molecular beacon fluorescence; hit rate 0.56% among 290,000; NS3 helicase DNA unwinding; Hepatitis C virus NS3 helicase; inhibition, % at 10.9 µM;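 active means inhibition above the mean of all tested compounds plus 3 SD, set per campaign, cut at about 35% in these data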;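 further: 0% = DMSO wells and 100% = thioflavine S control wells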
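Measured by: Cy5 fluorescence, 0 and 60 min reads / Assay system: NS3 helicase fragment of HCV / Control set: low DMSO, high thioflavine S at 110 µM / Times: 1 h reaction at 25 °C, ATP-initiated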
MEKK3 PB1 HTS = modulators of MEKK3-MEK5 PB1 binding, primary screen, biochemical, wildtype MEKK3, multiplex bead flow cytometry, Alexa488-MEK5. Mitogen-activated protein kinase kinase kinase 3 (Homo sapiens), Q99759. bead-based flow cytometry, Alexa488-MEK5 binding to MEKK3; actives lie on both sides; 0 = blocked by unlabeled MEK5, 100 = vehicle. binding response (% of control), % at 10 µM. hit rate 1.4% among 290,000;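 active means binding response more than 3 SD above or below the average of its plate-row segment, actives on both sides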;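 further: Alexa488 bead fluorescence after subtracting the streptavidin-only scavenger bead signal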
Target sequence (Q99759 whole entry, looked up): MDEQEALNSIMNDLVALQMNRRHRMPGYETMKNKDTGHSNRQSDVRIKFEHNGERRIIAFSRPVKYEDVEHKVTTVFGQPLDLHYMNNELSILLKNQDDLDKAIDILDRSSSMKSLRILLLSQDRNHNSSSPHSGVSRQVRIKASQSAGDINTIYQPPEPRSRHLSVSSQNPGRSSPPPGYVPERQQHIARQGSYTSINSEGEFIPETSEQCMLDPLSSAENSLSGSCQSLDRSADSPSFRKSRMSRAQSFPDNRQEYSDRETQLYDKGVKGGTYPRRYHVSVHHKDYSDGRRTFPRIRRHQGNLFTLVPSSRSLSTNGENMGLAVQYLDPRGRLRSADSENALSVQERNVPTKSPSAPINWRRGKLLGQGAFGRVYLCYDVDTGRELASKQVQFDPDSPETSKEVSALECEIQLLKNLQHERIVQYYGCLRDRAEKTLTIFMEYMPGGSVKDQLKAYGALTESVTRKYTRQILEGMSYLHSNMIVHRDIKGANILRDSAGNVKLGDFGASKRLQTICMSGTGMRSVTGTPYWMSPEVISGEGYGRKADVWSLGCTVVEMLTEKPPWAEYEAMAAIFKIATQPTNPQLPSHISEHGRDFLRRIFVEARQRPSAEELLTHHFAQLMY
FID counter = compounds displacing fluorescent DNA intercalator, primary screen, artefact control for HCV NS3 helicase inhibitor project, biochemical, FID fluorescence | DNA fluorescent intercalator displacement | inhibition, % at 7.9 µM | hit rate 0.17% among 290,000 | AID 1845, 2009; in the data active means inhibition above about 37%;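 further: 0% = vehicle and 100% = reference compound; higher means more ethidium bromide displaced from hairpin DNA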
CRFBP-R2 agonist = agonists of CRF-BP/CRF-R2 complex, primary screen, cell-based, HEK293, calcium dye fluorescence, uHTS; CRF-binding protein / CRF receptor 2 complex (human); calcium dye fluorescence (FLIPR); percent of saturating CRF peptide response; activation, % at 13.2 µM; hit rate 0.46% among 350,000; AID 588473, 2011;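 active means activation of at least 50%, plus an integration ratio under a set limit after plate pattern correction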;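 further: plate controls were neutral control wells without compound for no effect and CRF at EC100 for full effect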
MEKK2 WT-MEK5 = modulators of MEK5 binding to wildtype MEKK2, primary screen, biochemical, multiplex bead flow cytometry, Alexa488-MEK5. Mitogen-activated protein kinase kinase kinase 2 (Homo sapiens), Q9Y2U5. Alexa488-MEK5 binding to MEKK2 WT; actives lie on both sides. binding response (% of control), % at 10 µM. hit rate 1.1% among 290,000. AID 1531, 2009; in the data active means binding response below about 67% or above about 130%
GalR3 antag = GalR3 antagonists in HEK293 cells, primary screen, cell-based, fluorescence readout; AID 651719, 2012; Galanin receptor type 3 (Homo sapiens), O60755; HEK293 GalR3-CNG cAMP membrane potential fluorescence; galR3 body fused to GalR1 C-terminus; hit rate 0.44% among 360,000; inhibition, % at 3 µM;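 active means inhibition above the screen-wide average plus 3 SD, cut at about 13% in these data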;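 further: forskolin and galanin both at EC90 stimulate the cells; cAMP rise reported by CNG channel membrane potential dye signal; 0% = forskolin plus galanin with DMSO and 100% = forskolin alone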
Target sequence (O60755 1-299 limits assumed): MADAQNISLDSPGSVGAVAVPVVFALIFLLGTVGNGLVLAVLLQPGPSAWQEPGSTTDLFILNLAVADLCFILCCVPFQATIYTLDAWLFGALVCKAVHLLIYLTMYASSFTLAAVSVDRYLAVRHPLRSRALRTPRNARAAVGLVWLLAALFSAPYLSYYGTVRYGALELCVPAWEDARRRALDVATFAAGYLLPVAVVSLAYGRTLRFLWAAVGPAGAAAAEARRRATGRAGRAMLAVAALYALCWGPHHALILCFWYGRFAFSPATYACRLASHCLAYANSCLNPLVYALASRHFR
UBC9 SUMO inh = inhibitors of in vitro SUMOylation cascade, primary screen, biochemical, HTRF, uHTS; SUMO-conjugating enzyme UBC9 (Homo sapiens), P63279; HTRF SUMOylation assay, SAE1/SAE2 + UBC9; inhibition, % at 35 µM; hit rate 0.36% among 290,000; in the data active means inhibition above about 50%, passing the limit was not always enough; further: strong numbers were not always called active
Target sequence (P63279 whole entry, looked up): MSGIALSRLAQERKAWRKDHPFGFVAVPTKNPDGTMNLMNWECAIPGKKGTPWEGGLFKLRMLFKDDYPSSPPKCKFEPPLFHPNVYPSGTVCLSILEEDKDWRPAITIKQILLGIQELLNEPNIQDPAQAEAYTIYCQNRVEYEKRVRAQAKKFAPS
Numbers without * were called inactive; nt = no result given.

Sequence of screens – CRFR2-BP antag | MEKK2 mut-MEK5 | HCV NS3 hel inh | MEKK3 PB1 HTS | FID counter | CRFBP-R2 agonist | MEKK2 WT-MEK5 | GalR3 antag | UBC9 SUMO inh
- O=C(COC(=O)C1CC(=O)N(Cc2ccccc2)C1)Nc1ccc(Cl)cc1F (centres undefined)
→ 9 | -4 | 5 | 107 | -11 | 0.1 | 105 | -1 | 7
- Cn1ccsc1=NC(=O)c1ccc(=O)[nH]c1
→ 30 | -3 | 5 | 97 | -2 | -0.5 | 93 | 1 | 6
- [N-]=[N+]=NC1c2ccccc2C(=O)N1Cc1ccccc1 (centres undefined)
→ -3 | 2 | -2 | 105 | -9 | -1.0 | 109 | -8 | -5
- Cc1ccc(CNC(=O)CC(C)S(=O)(=O)c2ccc3c(c2)NC(=O)C(C)S3)cc1 (centres undefined)
→ -14 | 3 | 0 | 102 | -41 | 0.2 | 101 | 0 | 1
- CCC(C)(C(=O)NC1CCCC1)N(C(=O)c1cnccn1)c1ccccc1 (centres undefined)
→ 0 | nt | 11 | nt | -21 | -0.6 | nt | 1 | 22
- COC(=O)C1=C(C(=O)OC)[C@@H]2Nc3ccccc3[C@@]23C[C@@H](C(=O)OC)N(C(=O)CC(C)C)C3=N1
→ -7 | 4 | nt | 107 | nt | 1.6 | 107 | -8 | nt
- CCc1ccc(C2c3[nH]c4ccccc4c3CCN2C(=O)c2cc[n+]([O-])cc2)cc1 (centres undefined)
→ -14 | -2 | 8 | 106 | -45 | 6.0 | 98 | -4 | 4
- O=c1ccc(/C=C/c2ccccc2)nn1Cc1ccccc1
→ 2 | 5 | 0 | 105 | -14 | 2.2 | 103 | -1 | 15
- S=C(NCCc1ccccc1)Nc1ccccc1Cl
→ 14 | 0 | 2 | 102 | -3 | -2.4 | 102 | -4 | 7
- O=C(CN1c2cccc3cccc(c23)S1(=O)=O)N1CCOCC1
→ 5 | 4 | -7 | 102 | -4 | -0.3 | 106 | -1 | 20
- CC(=O)OC(C(=O)NC1CCCCC1)c1ccc(Cl)c(Cl)c1 (centres undefined)
→ -26 | -5 | 1 | 93 | -17 | 0.2 | 93 | -6 | 11
- CCCCCCCCCCOC(=O)Cn1c(COc2ccc(C)cc2)[n+](C)c2ccccc21
→ -14 | 91* | -64 | 118 | 22 | 5.5 | 319* | -3 | 13
- Cc1cc2ccccc2n1CCNC(=O)C1CC1
→ 13 | 0 | -21 | 99 | -10 | 4.9 | 89 | nt | 8
- O=C(N1CCCCCC1)N1CCN(S(=O)(=O)N2CCOCC2)CC1
→ 10 | 2 | 5 | 104 | -4 | 10 | 102 | -1 | 3
- CN(C)S(=O)(=O)c1ccc(C(=O)Nc2ccccc2C(=O)O)cc1
→ 8 | -8 | 5 | 86 | -19 | 5.6 | 91 | -3 | 4
- CCn1ncc([N+](=O)[O-])c1C(=O)n1nc(C)cc1C
→ 0 | 0 | -16 | 103 | 3 | 1.6 | 104 | -1 | 16
- Oc1ccc(Oc2ccc(Oc3ccc(O)cc3)cc2)cc1
→ 13 | 5 | -5 | 103 | -1 | -3.3 | 102 | -4 | 2
- O=C(Nc1ccc(N2CCN(C(=O)c3ccco3)CC2)cc1)c1ccc(Br)cc1
→ 4 | -1 | 5 | 96 | -30 | 0.0 | 99 | -4 | 9
- COc1ccc(Cc2nc3ccc(C(=O)N4CCC[C@H]4CO)cc3o2)cc1
→ -9 | -3 | -2 | 99 | -30 | 2.7 | 99 | -1 | 9
- CCOC(=O)CCC(=O)Nc1ccc(S(=O)(=O)N2CCC(C)CC2)cc1
→ 4 | 2 | -4 | 103 | -22 | 0.2 | 101 | -2 | 12
- Cc1ccccc1-c1cc(C(=O)n2cccn2)c2cc(Cl)ccc2n1
→ 13 | 3 | 7 | 104 | -1 | -1.4 | 103 | -4 | 16
- COC(=O)c1c(NC(=O)c2ccccc2)sc(Cc2ccccc2)c1C
→ -3 | 0 | 6 | 104 | 4 | -1.2 | 99 | -1 | -1
- COc1ccc(C2=NN(CCC(=O)NCc3ccc4c(c3)OCO4)C(=O)CC2)cc1
→ -15 | 2 | 1 | 105 | -18 | -0.6 | 107 | -3 | 21
- CC1CN(C(=O)c2ccc(S(=O)(=O)Nc3ccccc3Cl)cc2)CC(C)O1 (centres undefined)
→ 12 | 9 | -5 | 108 | -24 | 1.0 | 111 | -2 | 8
- Cc1cc(C(=O)Nc2ccccc2C(=O)O)ccc1NC(=O)COc1cccc(C)c1C
→ 19 | 4 | 14 | 104 | -30 | -0.3 | 101 | 0 | 8
- Nc1cccc(C(=O)N/N=C/c2ccsc2)c1
→ 4 | -2 | -5 | 104 | 0 | -1.0 | 99 | -2 | 38
- COc1cc(OC)cc(C(=O)N[C@H](C(=O)Nc2ccccc2N2CCOCC2)C(C)C)c1
→ 18 | -5 | 2 | 101 | -29 | -1.3 | 98 | -1 | 6
- S=C(Nc1ccccc1)Nc1cccc(Cl)c1Cl
→ 13 | -5 | -8 | 89 | 5 | -1.7 | 86 | -7 | 12
- CCOc1cc2[nH]c(=S)n(CCCOC)c(=O)c2cc1OCC
→ 8 | 4 | 10 | 101 | -9 | -0.1 | 103 | -6 | 18
- O=C(O)CCCC(=O)N1N=C(c2ccco2)CC1c1ccco1 (centres undefined)
→ -17 | 16 | 1 | 105 | 1 | -0.8 | 112 | -2 | 4
- CNc1nc(-c2ccccc2)cc(C(F)(F)F)c1C#N
→ 0 | 5 | 4 | 103 | 2 | 1.6 | 103 | -6 | 45
- O=C(Nc1ncc(Cc2cccc(Cl)c2)s1)c1cccs1
→ -14 | 8 | -32 | 111 | 8 | 5.5 | 109 | -5 | -12
- Cc1ccc(-c2c(C(=O)N/N=C/C3CC=CCC3)nnn2-c2nonc2N)cc1 (centres undefined)
→ -21 | 1 | 1 | 100 | -27 | -1.1 | 99 | -1 | 6
- COc1ccnc2c1c(=O)n(Cc1c(F)cccc1Cl)c(=O)n2C
→ 11 | 4 | 8 | 100 | -17 | -1.1 | 102 | 1 | 14
- O=C(NCc1ccco1)C12CC3CC(C1)CC(C(=O)NCc1ccco1)(C3)C2
→ 4 | 0 | 3 | 97 | -3 | -0.8 | 92 | -3 | -12
- Cc1c(O)ccc2cc(S(=O)(=O)c3ccccc3)c(=O)oc12
→ -31 | 1 | 1 | 105 | -1 | 48 | 110 | -13 | 25
- CN(C)S(=O)(=O)n1ccnc1
→ 13 | 4 | 4 | 103 | 2 | -2.1 | 103 | -5 | 6
- Cc1ccc(-c2nnc(SCC(=O)N3CCCC3)o2)cc1C
→ -2 | 1 | -1 | 99 | -20 | 0.5 | 105 | -1 | 20
- COCc1c(Br)c(C)nc2sc3c(=O)[nH]nnc3c12
→ 12 | -2 | 17 | 100 | -2 | 2.5 | 102 | 10 | 17
- O=C(CN(Cc1ccccc1C(F)(F)F)C(=O)CNC(=O)c1ccco1)NC1CCCC1
→ -28 | 0 | 2 | 104 | -23 | -2.0 | 103 | -4 | 9
- Cc1cc(OC(=O)c2ccccc2[N+](=O)[O-])c([N+](=O)[O-])c(=O)[nH]1
→ 13 | 5 | -4 | 101 | -1 | 13 | 106 | 1 | 13
- CCC(CC)C(=O)NCCCCc1ccccc1
→ -2 | -2 | -6 | 96 | -3 | -2.2 | 97 | -4 | 6
- COc1ccc(CN(CC(=O)NC2CCCC2)C(=O)CCC(=O)Nc2cc(C)on2)cc1
→ -1 | 3 | -11 | 112 | -25 | -2.5 | 107 | 2 | 12
- Cc1[nH]c2ccccc2c1/C=C(\C#N)C(=O)NCC1CCCO1 (centres undefined)
→ 10 | -1 | 2 | 97 | -4 | -1.6 | 95 | -6 | 3
- Cc1ccc(S(=O)(=O)N(C)Cc2nc(-c3ccncc3)no2)cc1
→ 16 | 2 | -5 | 100 | -11 | 0.1 | 100 | -4 | 8
- CN1CCCN=C1/C=C/c1cccs1
→ -7 | -4 | 0 | 97 | -2 | 2.9 | 96 | -1 | -1
- CCNC(=O)NC(=O)C(C)On1nnc2ccc(S(=O)(=O)N(CC)CC)cc21 (centres undefined)
→ 28 | 1 | 7 | 150* | -10 | -2.4 | 106 | -4 | -5
- COCCN(C(=O)C(F)(F)F)C(C(=O)NC1CCCCC1)c1ccco1 (centres undefined)
→ 5 | -1 | 9 | 101 | -3 | 0.2 | 102 | -4 | 8
- COc1ccc2cc(C3CC(c4ccco4)=NN3C(=O)CCC(=O)O)c(Cl)nc2c1 (centres undefined)
→ 10 | 1 | 21 | 100 | -40 | -0.4 | 99 | 0 | 40
- N#CC1=C(N)Oc2cc(N)ccc2C1C1CC=CCC1 (centres undefined)
→ 6 | 0 | 16 | 104 | -9 | -2.7 | 103 | -3 | 31
- C=CCN(c1ccc(OC)cc1)S(=O)(=O)c1ccc(Cl)c(C(=O)OCC(=O)NC2CC2)c1
→ 21 | 2 | -14 | 100 | -26 | -1.4 | 100 | 3 | -3
- CC1CCCCN1C(=O)CSc1nnc(-c2ccco2)o1 (centres undefined)
→ -2 | 10 | 10 | 105 | -15 | 0.0 | 107 | -9 | 8
- Cc1ccc(Cn2c(C(C)Nc3nc(-c4ccc(Cl)c([N+](=O)[O-])c4)cs3)nc3cc(C(F)(F)F)ccc32)cc1 (centres undefined)
→ 3 | 2 | nt | 100 | nt | -0.2 | 102 | -3 | nt
- Cc1noc(C)c1COC(=O)c1ccc(F)c(S(=O)(=O)N2CCCCC2)c1
→ 8 | -6 | -5 | 99 | -22 | -0.5 | 91 | 0 | -11
- O=C(CSc1nnnn1-c1cccc2c1CCCC2)NC1CCCC1
→ 16 | 3 | -8 | 106 | -32 | -1.7 | 105 | -1 | -19
- COc1ccccc1Nc1nc(-c2sc(NC(=O)c3ccccc3)nc2C)cs1
→ 0 | 11 | -6 | 105 | 0 | -1.4 | 119 | -1 | 22
- Cc1nc(CSc2ccc(Cl)cc2)cs1
→ -7 | -1 | 3 | 102 | -6 | -0.9 | 105 | -11 | 2

Another view of three compounds above.
S=C(NCCc1ccccc1)Nc1ccccc1Cl
  CRFR2-BP antag: 14; MEKK2 mut-MEK5: 0; HCV NS3 hel inh: 2; MEKK3 PB1 HTS: 102; FID counter: -3; CRFBP-R2 agonist: -2.4; MEKK2 WT-MEK5: 102; GalR3 antag: -4; UBC9 SUMO inh: 7

O=C(CN1c2cccc3cccc(c23)S1(=O)=O)N1CCOCC1
  CRFR2-BP antag: 5; MEKK2 mut-MEK5: 4; HCV NS3 hel inh: -7; MEKK3 PB1 HTS: 102; FID counter: -4; CRFBP-R2 agonist: -0.3; MEKK2 WT-MEK5: 106; GalR3 antag: -1; UBC9 SUMO inh: 20

CC(=O)OC(C(=O)NC1CCCCC1)c1ccc(Cl)c(Cl)c1 (centres undefined)
  CRFR2-BP antag: -26; MEKK2 mut-MEK5: -5; HCV NS3 hel inh: 1; MEKK3 PB1 HTS: 93; FID counter: -17; CRFBP-R2 agonist: 0.2; MEKK2 WT-MEK5: 93; GalR3 antag: -6; UBC9 SUMO inh: 11

Some of the compounds tested (hit frequency here may not be typical).
